Screening results: PubChem, several laboratories
Lipid droplet: hepatic lipid droplet formation modulation; AML12 mouse hepatocytes, oleate lipid droplets, BODIPY imaging; actives 0.4% (n = 240,000); inhibition, % at 6.5 µM;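 active = lipid droplet intensity inhibited by at least 50%, with more than 500 cells counted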
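material = mouse AML12 hepatocyte cell line, fixed after treatment | also added = 100 µM oleic acid challenge | doses = compound at 6.5 µM only | schedule = overnight exposure | technique = Image-based BODIPY and DAPI two-channel analysis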
GPR55 antagonists: GPR55 antagonists blocking LPI-driven arrestin recruitment, primary screen, imaging, U2OS, beta-arrestin-GFP, LPI agonist (AID 2013) | actives 0.13% (n = 290,000) | U2OS GPR55 beta-arrestin-GFP translocation imaging, LPI antagonism; higher % means a stronger effect | inhibition, % at 10 µM, or IC50 in µM where a hit was titrated;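 active = spots per cell inhibited over 60%, with over 100 cells counted and total cytoplasm intensity under 500,000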;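 note: U2OS cells stably carrying GPR55 and arrestin-GFP stimulated by 5 µM LPI near EC80; imaged beta-arrestin-GFP aggregate spots per cell after agonist stimulation; plate controls were LPI-stimulated DMSO wells for no effect and DMSO wells without LPI for full effect; some results filed as inactive read as strong as hits; confirmed hits need IC50 under 10 µM and bright autofluorescent wells are also inconclusive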
MgcRacGAP inhibition: MgcRacGAP GTPase-activating activity inhibitors, confirmation, biochemical, ADP Hunter fluorescence; inhibition, % at 30 µM, or IC50 in µM where a hit was titrated; actives 0.6% (n = 340,000); MgcRacGAP-stimulated Rac1 GTP hydrolysis, ADP Hunter fluorescence; higher % means a stronger effect; GST-tagged Rac1 F28L mutant substrate;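 active = first-screen hits whose inhibition reached a set limit at any dose in the follow-up dose series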;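 note: fluorescence reports GDP produced by GAP-driven GTP hydrolysis; strong numbers were not always called active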
T cell HTS: T cell immune modulators affecting CD8 T cell-vesicle binding; 2C CD8+ T cell-vesicle binding, flow cytometry; active compounds read low; calls only at 7 µM; actives 0.068% (n = 330,000); AID 2052;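 active = response, share of CD8 T cells binding vesicles, and their 90th percentile fluorescence all below set limits, cut at about 80% in these data, passing the limit was not always enough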
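Benchmarks: naked versus QL9-loaded vesicles / Assay system: purified 2C TCR transgenic mouse naive CD8+ T cells / Technique: high-throughput flow cytometry with anti-B7-1 and anti-CD8 staining / Timing: Cell–vesicle co-incubation 1.5 h at 37 °C, staining 20 min on ice / Read-out: percent CD8+ FL2 mean versus row control / Probe or stimulus: QL9-loaded Drosophila micro-vesicles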
NTR1 agonist: agonists of NTR1, primary screen, imaging, U2OS cells, beta-arrestin-GFP, high content (AID 493036) | activation, % at 20 µM | P30989 | NTR1-U2OS beta-arrestin-GFP spot imaging, agonist mode | actives 0.17% (n = 330,000);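 active = activation at or above 40% of the spot to cytoplasm intensity ratio, with at least 20 cells analyzed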;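 note: 0% = DMSO without peptide and 100% = 100 nM NTR1 peptide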
Target sequence (P30989 whole entry, looked up): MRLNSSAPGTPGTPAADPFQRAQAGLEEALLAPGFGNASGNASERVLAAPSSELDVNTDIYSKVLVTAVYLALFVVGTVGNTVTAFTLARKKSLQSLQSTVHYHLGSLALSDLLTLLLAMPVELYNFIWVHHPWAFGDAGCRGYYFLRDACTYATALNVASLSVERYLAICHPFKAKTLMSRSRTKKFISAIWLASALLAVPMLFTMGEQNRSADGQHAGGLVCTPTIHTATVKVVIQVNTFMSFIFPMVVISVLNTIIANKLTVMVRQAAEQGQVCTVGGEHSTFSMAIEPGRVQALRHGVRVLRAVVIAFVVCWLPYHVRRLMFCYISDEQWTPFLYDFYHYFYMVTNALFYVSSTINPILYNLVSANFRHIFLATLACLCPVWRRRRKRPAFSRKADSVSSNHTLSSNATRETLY
Large T inhibition: TAg ATPase/helicase activity blockers – biochemical (AID 1903); one-dose inhibition, % at 20 µM; IC50 in µM for titrated hits; SV40 large T antigen ATPase/helicase inhibition assay; higher % means a stronger effect; actives 0.39% (n = 310,000); in the data active = a potency from the dose series; note: strong numbers were not always called active
GPR35 antagonists: GPR35 antagonists blocking zaprinast-driven arrestin recruitment, primary screen, imaging, U2OS, beta-arrestin-GFP, zaprinast agonist (AID 2058); actives 0.052% (n = 290,000); U2OS GPR35 beta-arrestin-GFP translocation imaging, zaprinast antagonism; higher % means a stronger effect; inhibition, % at 10 µM; hits with a dose series show IC50 in µM;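 active = inhibition of at least 50% with at least 30 cells and total cytoplasm GFP at most 10,000,000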
LYP inhibition: inhibitors of LYP phosphatase, biochemical, fluorescence intensity, uHTS (AID 1779); inhibition, % at 11.5 µM, or IC50 in µM where a hit was titrated; actives 0.054% (n = 290,000); recombinant LYP phosphatase, fluorescence intensity; higher % means a stronger effect; in the data active = inhibition above about 50%;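 note: plate controls were vehicle with enzyme for no effect and no enzyme for full effect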
GPR55 beta-arrestin: selective activators of receptor GPR55 – imaging, U2OS cells, beta-arrestin-GFP redistribution, primary screen (AID 1961). U2OS GPR55 beta-arrestin-GFP redistribution imaging; higher % means a stronger effect. actives 0.048% (n = 290,000). activation, % at 10 µM, or EC50 in µM where a hit was titrated;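 active = activation above 40% with more than 50 cells counted in the well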;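 note: U2OS osteosarcoma cells stably expressing GPR55 and beta-arrestin-GFP; plate controls were DMSO negative control for no effect and LPI positive control for full effect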
Lipid droplet cells 6.5 µM: second read-out of Lipid droplet, no call of its own (marks repeat the call); cell count; measured here: cell count, cytotoxicity flag;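 cells counted across two imaged fields per well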
T cell HTS vesicle-bound %: second read-out of T cell HTS, no call of its own (marks repeat the call); double positive events, %; measured here: CD8+ vesicle-bound cell fraction;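 binding gate set so that unloaded-vesicle control wells show 10% double positive cells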
NTR1 agonist cell count 20 µM: also measured in NTR1 agonist; calls as there; cell count; measured here: cell count, cytotoxicity flag
Active calls of the source: *; i = inactive; . = not tested or not shown; & = joins results of further samples.

SMILES | Lipid droplet | Lipid droplet cells 6.5 µM | GPR55 antagonists | MgcRacGAP inhibition | T cell HTS | T cell HTS vesicle-bound % | NTR1 agonist | NTR1 agonist cell count 20 µM | Large T inhibition | GPR35 antagonists | LYP inhibition | GPR55 beta-arrestin
CC1(C)CC(=O)C2=C(C1)Oc1ncn(CCCn3ccnc3)c(=N)c1C2c1ccccc1 (centres undefined) | . | . | 11% | 3% | i | 36 | 2.8 | 50 | 10% | 11% | -8% | 0.3%
COC(=O)[C@H](C)NC(=O)NC(C)CCc1ccccc1 (some centres undefined) | -2 | 693 | 8% | -7% | i | 14 | -1.5 | 72 | 18% | -11% | -2% | -0.1%
COc1ccc(C(=O)CC2OC(=O)c3ccccc32)cc1OC (centres undefined) | 17 | 756 | -4% | 8% | i | 26 | 8.1 | 89 | 0% | 6% | 6% | 0.6%
Cc1cc(N)n2nc(-c3ccccc3)cc2n1 | 1 | 665 | 4% | 2% | i | 33 | . | . | 0% | -4% | 0% | -0.1%
CCOC(=O)c1ccc(NC(=O)c2nc[nH]c2C(=O)NCc2ccccc2)cc1 | -29 | 681 | 13% | 10% | i | 45 | 13 | 47 | 6% | -1% | 6% | 0.7%
COc1ccc(C2SCC(C(=O)NCc3ccc(F)cc3)N2C(C)=O)cc1 (centres undefined) | . | . | 14% | -2% | i | 41 | -0.6 | 62 | 8% | 3% | -11% | -0.2%
O=C(CSc1ccccn1)Nc1ccc(Br)cn1 | 6 | 714 | 8% | 14% | i | 30 | 1.7 | 52 | 7% | 14% | -4% | -0.2%
CC(C)(CNC(=O)COc1ccccc1Cc1ccccc1)N1CCOCC1 | -2 | 691 | -5% | 2% | i | 32 | 2.4 | 50 | 10% | -4% | -5% | 0.0%
Cc1ccc(-n2nc(C)c3c2OC(N)=C(C#N)C3c2ccc(F)cc2)cc1 (centres undefined) | -1 | 759 | 0% | 6% | i | 30 | 4.3 | 74 | -2% | -10% | -7% | -0.1%
COc1ccc(-n2c(C)c(C)c3c(N)ncnc32)cc1 | -21 | 774 | 2% | 4% | i | 42 | -1.2 | 54 | 8% | 1% | -5% | -0.2%
Cc1ccc(S(=O)(=O)N(CC(=O)Nc2ccccc2-c2ccccc2)c2ccc(C)cc2C)cc1 | 22 | 550 | -1% | 4% | i | 6 | 2.0 | 47 | 9% | -4% | 8% | 0.3%
Cc1cc(NC(=O)CCC(=O)N(Cc2ccccc2)C(C(=O)NC2CCCC2)c2ccc(C)o2)no1 (centres undefined) | 15 | 787 | -10% | 12% | i | 13 | 1.5 | 62 | 0% | -7% | -10% | -0.1%
COc1cc(CN2CCCC(C)C2)ccc1OCc1ccccc1 (centres undefined) | -15 | 804 | 6% | 10% | i | 63 | 1.2 | 55 | 6% | 10% | -6% | 0.0%
Cc1ccc([N+](=O)[O-])cc1NC(=S)NC(=O)c1cccs1 | -6 | 665 | 6% | 4% | i | 36 | 5.3 | 44 | 2% | -6% | -3% | -0.6%
NS(=O)(=O)c1ccc(CCNC(=O)CSCc2ccccc2)cc1 | 5 | 738 | 3% | 0% | i | 5 | 0.8 | 41 | 28% | 2% | -7% | -0.3%
Cc1cccc(OCC(=O)Nc2ccc3c4c(cccc24)CC3)c1C | 13 | 706 | 7% | 9% | i | 25 | -1.4 | 84 | 15% | 5% | -1% | -0.3%
Cc1ccc(C(=O)NCCSCc2ccc(Cl)cc2Cl)cc1[N+](=O)[O-] | -5 | 602 | -4% | 9% | i | 34 | 3.6 | 102 | 9% | 8% | -2% | -0.3%
Cc1cc(NC(=O)COC(=O)c2cccc(OCc3ccccc3)c2)no1 | . | . | 20% | 2% | i | 39 | 1.0 | 74 | 6% | 6% | -2% | 0.3%
O=C(Cn1cnc2c(nnn2Cc2ccc(F)cc2)c1=O)NC1CCCC1 | . | . | 22% | 13% | i | 46 | 2.2 | 65 | 15% | 4% | -5% | 0.0%
CCOC(=O)C1CCCN(Cc2ccc(O)c(OC)c2)C1 (centres undefined) | . | . | -1% | 20% | i | 14 | -2.1 | 79 | 2% | -4% | -3% | -1.0%
O=C(NCc1ccco1)C(=O)NCC1OCCN1S(=O)(=O)c1ccc(Br)cc1 (centres undefined) | -15 | 719 | -3% | 12% | i | 56 | -0.2 | 71 | 15% | 0% | -2% | 0.0%
Cc1ccc(NC(=S)N(CCN2CCOCC2)Cc2ccccc2F)cc1 | -3 | 614 | 5% | 6% | i | 40 | -0.4 | 71 | -4% | -1% | 0% | -0.4%
CC1CN(C(=O)CCNC(=O)c2ccc(Br)cc2)CC(C)O1 (centres undefined) | . | . | . | 3% | i | 47 | 0.8 | 55 | 16% | . | . | .
COc1ccc(/C=C2\CCc3ccccc3C2=O)c(OC)c1OC | -18 | 728 | 8% | 2% | i | 41 | 0.6 | 56 | 6% | -3% | -3% | 1.2%
CN(C)C(CNC(=O)c1oc2ccccc2c1CSc1ncn[nH]1)c1ccco1 (centres undefined) | 0 | 705 | 2% | 4% | i | 40 | 1.0 | 64 | 15% | -19% | -7% | 0.0%
Cn1c(=NC(=O)C2CCN(S(=O)(=O)c3cccs3)CC2)sc2ccccc21 | . | . | 4% | -2%&2% | i | 6 | -0.2 | 78 | -5% | -12% | 3% | -0.1%
COc1c(NC(C)=O)c2ccccc2c2ccccc12 | 9 | 601 | -6% | 6% | i | 55 | 0.7 | 65 | 2% | -2% | -7% | -0.1%
O=C1COc2ccc(C(=O)COC(=O)COc3ccccc3[N+](=O)[O-])cc2N1 | -8 | 762 | 7% | -12% | i | 28 | 0.2 | 46 | 4% | 6% | -6% | -0.2%
Cc1ccccc1NC(=O)CCC(=O)OCCCC(F)(F)C(F)(F)F | . | . | 16% | 7% | i | 20 | -2.8 | 87 | -2% | -4% | -2% | -0.1%
CC(=O)Nc1sc(N/N=C/c2ccccc2)nc1-c1ccc(C)cc1 | -10 | 719 | 10% | 5% | i | 27 | 0.7 | 45 | 18% | 18% | 3% | 0.0%
O=C(NNC1=NCCCCC1)Nc1cccc(Cl)c1 | 10 | 680 | 10% | 4% | . | . | 0.0 | 83 | 2% | -3% | -2% | 0.2%
CC(C)CN(CC(C)C)S(=O)(=O)N1CCC(C(=O)NCc2ccccn2)CC1 | . | . | 28% | -6% | i | 28 | 1.5 | 64 | 3% | 4% | -6% | -2.3%
COc1cccc(NC(=O)CSc2nc(N)cc(N)n2)c1 | 2 | 668 | 8% | 6% | i | 38 | -1.3 | 60 | 6% | -3% | -1% | -0.1%
CCOC(=O)C1=C(C)NC(C)=C(C(=O)OCC)C1C(=O)OCC(=O)N(C)C1CCS(=O)(=O)C1 (centres undefined) | 17 | 718 | -13% | 3% | i | 38 | 0.4 | 52 | 12% | 1% | -2% | 0.2%
Cc1cccc(C(=O)NNC(=O)c2ccccc2[N+](=O)[O-])c1 | -1 | 759 | 6% | 0% | i | 59 | 1.7 | 52 | 5% | -6% | -5% | 0.3%
C/C(=N\OCC(=O)Nc1ccc2c(c1)OCCO2)c1ccc2c(c1)OCCO2 | -4 | 659 | 8% | 9% | i | 45 | 0.5 | 35 | 1% | -5% | -4% | -0.2%
CCOC(=O)C1(Cc2cccc(Cl)c2)CCCN(C(=O)c2c(CC)noc2C)C1 (centres undefined) | -72 | 733 | -23% | -2% | i | 4 | 0.4 | 71 | 7% | -2% | -6% | -0.2%
CCCn1c2ccccc2c2cnn(CC(=O)NC3CCCCC3C)c(=O)c21 (centres undefined) | -5 | 688 | -16% | 6% | i | 25 | -0.2 | 77 | 9% | 10% | -9% | -0.4%
CN(C(=O)CN1C(=O)S/C(=C\c2cccc(Cl)c2)C1=O)C1CCS(=O)(=O)C1 (centres undefined) | -4 | 731 | -14% | 16% | i | 44 | -0.4 | 57 | -2% | 12% | -5% | -0.1%
CCCS(=O)(=O)N1CCN(S(=O)(=O)c2ccccc2)CC1 | -1 | 760 | 15% | 5% | i | 29 | 5.5 | 82 | 15% | -12% | -6% | 0.0%
Cc1ccc(S(=O)(=O)N(C)C)cc1NC(=O)CCCNC(=O)c1ccc(Cl)cc1 | -6 | 729 | 9% | 8% | i | 20 | 1.0 | 43 | -1% | 12% | -5% | -0.2%
CCOCCCNC(=O)c1ccc(C2SCC(=O)N2Cc2ccccc2)cc1 (centres undefined) | -4 | 745 | -5% | -1% | i | 19 | 2.1 | 59 | 9% | 1% | -12% | 0.5%

Single records (already shown). Order of screens: Lipid droplet	Lipid droplet cells 6.5 µM	GPR55 antagonists	MgcRacGAP inhibition	T cell HTS	T cell HTS vesicle-bound %	NTR1 agonist	NTR1 agonist cell count 20 µM	Large T inhibition	GPR35 antagonists	LYP inhibition	GPR55 beta-arrestin
CCCS(=O)(=O)N1CCN(S(=O)(=O)c2ccccc2)CC1 is listed as -1	760	15%	5%	i	29	5.5	82	15%	-12%	-6%	0.0%
COc1cccc(NC(=O)CSc2nc(N)cc(N)n2)c1 is listed as 2	668	8%	6%	i	38	-1.3	60	6%	-3%	-1%	-0.1%
CCOCCCNC(=O)c1ccc(C2SCC(=O)N2Cc2ccccc2)cc1 (centres undefined) is listed as -4	745	-5%	-1%	i	19	2.1	59	9%	1%	-12%	0.5%
CN(C(=O)CN1C(=O)S/C(=C\c2cccc(Cl)c2)C1=O)C1CCS(=O)(=O)C1 (centres undefined) is listed as -4	731	-14%	16%	i	44	-0.4	57	-2%	12%	-5%	-0.1%
CCCn1c2ccccc2c2cnn(CC(=O)NC3CCCCC3C)c(=O)c21 (centres undefined) is listed as -5	688	-16%	6%	i	25	-0.2	77	9%	10%	-9%	-0.4%
